# iPSC survival up: hiPSC single-cell survival enhancement | ATPlite luminescence; 100% = ROCK inhibitor wells, 0% = DMSO | survival enhancement, % at 20 µM | actives 0.044% (n = 360,000); in the data active = survival enhancement above about 18%;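 also: cells exposed to compounds for 16 hours before the ATP read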
# MC4R barr agon: agonists of human melanocortin 4 receptor (MC4R) beta-arrestin; actives 0.98% (n = 360,000); activation, % at 8.9 µM; P32245; U2OS MC4R beta-arrestin complementation, luminescence; percent of melanotan II response, DMSO zero;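 active = activation above a per-plate cutoff, the mean activation of sample wells on that plate plus 3 SD, cut at about 8% in these data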
# Target sequence (P32245 whole entry, looked up): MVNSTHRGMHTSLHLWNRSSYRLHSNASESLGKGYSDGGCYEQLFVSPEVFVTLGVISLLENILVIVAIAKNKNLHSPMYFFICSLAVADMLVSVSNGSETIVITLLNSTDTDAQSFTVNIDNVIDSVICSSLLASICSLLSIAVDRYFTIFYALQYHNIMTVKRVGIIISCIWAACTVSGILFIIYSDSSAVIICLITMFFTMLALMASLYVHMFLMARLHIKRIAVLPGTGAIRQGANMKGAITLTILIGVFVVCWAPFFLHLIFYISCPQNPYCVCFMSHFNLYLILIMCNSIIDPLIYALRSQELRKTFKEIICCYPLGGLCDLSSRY
# aDG glyco up: alpha-DG glycosylation activation. activation, % at 10 µM. actives 0.22% (n = 360,000). Pro5-aDG cells, alpha-DG glycosylation AlphaScreen (IIH6); 0% Pro5, 100% B10-LARGE cell signal;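 active = activation of at least 8% versus controls, or a plate z-score of at least 8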;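 also: Pro5 are CHO cells carrying HIG-tagged alpha-DG that lacks glycosylation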
# ABCB6 inh 2: blocks the human ABCB6 transporter. Q9NP58. K562-ABCB6 porphyrin accumulation, flow cytometry, 1 h; active compounds read low. fluorescence ratio to DMSO, % at 10 µM. actives 0.19% (n = 360,000). AID 602162;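 active = fluorescence ratio to DMSO below 75%, the collection mean minus 3 SD; inconclusive = too few cells collected in the well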;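 also: signal is porphyrin accumulated inside mitochondria; 100% equals median channel fluorescence of DMSO control wells; lower ratio means ABCB6 inhibition with less porphyrin fluorescence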
# MC4R antagonist: blocks human MC4R cAMP signaling; actives 0.48% (n = 360,000); inhibition, % at 6.5 µM; P32245; MC4R-expressing cells, MTII-stimulated cAMP, LANCE TR-FRET;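 active = inhibition above its plate's cutoff, the mean of tested wells on that plate plus 3 SD, cut at about 29% in these data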;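 also: 0% = Melanotan II alone and 100% = Melanotan II plus saturating MCL0020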
#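 System: U2OS cells stably expressing human melanocortin 4 receptor (MC4R). Reagent: Melanotan II challenge after compound preincubation. Doses: 6.5 µM. Times: 30-min compound, 1-h challenge, 1-h detection, room temperature. Measured by: TR-FRET with Eu-cAMP and labeled anti-cAMP, 671 nm. Replicates: singlicate.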
# HTR2A ag: activates the mouse 5-HT2A serotonin receptor; CHO-K1 mHTR2A beta-arrestin complementation, luminescence; percent of 30 µM serotonin response; P35363; AID 624169; activation, % at 7.6 µM; actives 0.66% (n = 360,000);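 active = activation above a run cutoff, the mean activation of all tested compounds plus 3 SD, cut at about 14% in these data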;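 also: 0% = plate median of compound wells and 100% = 30 µM serotonin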
# Target sequence (P35363 whole entry, looked up): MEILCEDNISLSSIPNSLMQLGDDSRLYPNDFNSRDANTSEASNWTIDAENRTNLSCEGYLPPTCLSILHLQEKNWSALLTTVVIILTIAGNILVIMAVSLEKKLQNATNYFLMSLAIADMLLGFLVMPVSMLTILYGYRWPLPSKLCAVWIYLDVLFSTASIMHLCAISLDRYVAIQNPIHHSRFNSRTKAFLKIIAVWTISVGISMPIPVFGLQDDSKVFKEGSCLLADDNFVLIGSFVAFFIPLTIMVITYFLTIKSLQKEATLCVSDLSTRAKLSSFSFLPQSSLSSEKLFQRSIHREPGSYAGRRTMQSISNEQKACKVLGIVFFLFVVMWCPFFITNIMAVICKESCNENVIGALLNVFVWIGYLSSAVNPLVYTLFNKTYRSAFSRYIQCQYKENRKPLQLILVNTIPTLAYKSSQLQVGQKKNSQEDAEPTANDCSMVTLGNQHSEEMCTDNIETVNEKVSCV
# ABHD5-PLIN5 inh: inhibitors of human ABHD5-perilipin-5 interaction; inhibition, % at 4 µM; actives 0.78% (n = 360,000); Split G. princeps luciferase complementation, luminescence, 4 h; Q00G26+Q8WTS1;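 active = inhibition above the mean inhibition across every tested compound plus 3 SD, cut at about 22% in these data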;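 also: 0% = DMSO only wells and the 100% control is not disclosed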
# H9c2 protect: myocardial damage modulation in H9c2 cells; protection from H2O2 cell death, % at 20 µM; actives 0.63% (n = 360,000); H9c2 cardiomyocytes, H2O2 injury protection, ATPLite, 2 h;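 active = compounds giving at least 50% protection of heart cells from peroxide-induced death in the single-dose screen, raw or plate-pattern-corrected value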;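 also: 0% = DMSO wells with peroxide and 100% = DMSO wells without peroxide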
# Exocytosis inh: lytic granule exocytosis inhibition. inhibition, % at 10 µM. actives 0.66% (n = 360,000). TALL-104 LAMP-1 surface exposure, flow cytometry; cells stimulated with thapsigargin and PMA;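 active = inhibition above about 55%, limit read from the data; inconclusive = no clear call, values can overlap the other calls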
# N-glyco inh: N-linked glycosylation inhibition. D54 ERlucT glycosylation luciferase reporter, 24 h; percent of 100 nM tunicamycin response. reporter increase, % at 12.5 µM. actives 0.23% (n = 360,000). AID 588692;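 active = mean luciferase reporter signal, scaled so untreated is 0 and the glycosylation-blocking control 100, at or above a set limit in every replicate; inconclusive = mean reaches the limit but not every replicate does; inactive = mean below the limit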;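 also: luciferase carries N-glycosylation sites so blocking glycosylation raises the light; 0% = median of neutral control wells and 100% = median of 100 nM tunicamycin wells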
# * = called active by the depositor; ? = inconclusive.
# Values run as follows: iPSC survival up, MC4R barr agon, aDG glyco up, ABCB6 inh 2, MC4R antagonist, HTR2A ag, ABHD5-PLIN5 inh, H9c2 protect, Exocytosis inh, N-glyco inh
1. Nc1o[nH]c(=O)c1C1CCCCC1
    4.6, -0.9, -0.1, 95.0, 9.7, 2.1, 0.0, 0.0, 4.4, 0.9
2. CCOc1cc(CN2CCC(N3CCC(C(=O)NC4CC4)CC3)CC2)ccc1O
    3.0, -0.3, -0.2, 96.0, 2.0, 2.2, 2.8, -3.3, 4.7, 1.9
3. Cc1[nH]nc(Nc2ccccc2)c1[N+](=O)[O-]
    4.5, -2.4, 0.3, 92.0, 2.2, -0.4, -2.9, -0.9, -2.7, 0.6
4. Cc1ccc(C(=O)N2CCN(C(=O)C3CCCO3)CC2)cc1 (stereo not drawn)
    0.1, 1.2, -0.3, 100.0, 8.6, -0.4, 1.4, 0.5, -2.9, -1.0
5. CCCCCNC(=O)c1ccc(NC(=O)CC2SC(N3CCCC3)=NC2=O)cc1 (stereo not drawn)
    -0.2, -1.4, -0.5, 94.0, -2.2, -3.6, -1.6, -7.1, 8.5, -2.1
6. CC1(C2CC2)NC(=O)N(CC(=O)Nc2ccc(F)cc2F)C1=O (stereo not drawn)
    -0.5, -3.2, 0.0, 95.0, -1.3, 5.2, 6.5, -1.0, -3.6, 4.6
7. COc1ccc(NC(=O)c2ccc(-n3cncn3)c([N+](=O)[O-])c2)cc1OC
    0.2, -3.7, 0.0, 101.0, 1.8, 4.8, 5.4, 1.6, 5.6, 0.8
8. Cc1ccc(C(=O)O)cc1S(=O)(=O)N1CCCC1
    1.2, -1.9, 0.0, 91.0, 5.9, 2.8, 1.8, 3.8, 1.9, 1.9
9. CCN(CC)CC(O)Cn1c(-c2ccccc2Cl)nc2ccccc21 (stereo not drawn)
    -0.3, -2.8, -0.1, 99.0, 2.9, -6.9, -0.4, 4.1, -1.3, 2.6
10. Nc1nnc2c(n1)CCCC2
    -1.4, -2.3, -0.2, 101.0, 11.0, 5.7, -4.6, 2.7, -3.8, -9.2
11. O=C(O)CN1C(=O)C(=O)N(Cc2c(F)cccc2Cl)C1=O
    -0.2, -1.3, -0.1, 95.0, 3.0, 0.2, 8.0, -1.8, 27.0, 0.4
12. COc1ccc(C2=NO[C@@H]3C(=O)N(Cc4ccccc4)C(=O)[C@H]23)c(OC)c1
    0.2, 2.7, 0.1, 96.0, 13.6, -2.0, 0.3, -4.4, -4.6, 2.4
13. CN1CCN(C(=O)CN(C)S(=O)(=O)c2ccc(F)cc2)CC1
    -0.4, 0.1, -0.1, 93.0, 17.4, 1.2, -1.3, 0.9, -2.5, 0.5
14. COc1ccc(-c2c(C)n([O-])c3c([n+]2=O)CCCC3)c(OC)c1
    -1.6, 0.7, 0.3, 75.0, -4.4, 2.5, 9.8, -6.3, 11.4, -0.4
15. CCCCNCCCOc1cccc(Cl)c1
    -1.6, 0.5, 0.1, 100.0, 4.9, -5.2, -5.3, -5.4, -8.2, -1.4
16. CC(C)Oc1ccc(/C(O)=C2/C(=O)C(=O)N(CCN3CCNCC3)C2c2cccc([N+](=O)[O-])c2)cc1 (stereo not drawn)
    -0.3, 2.2, -0.1, 103.0, -1.9, 0.7, -3.0, 1.5, -8.0, 2.2
17. CCS(=O)(=O)N1CCc2cc(OC)c(OC)cc2C1
    2.1, 0.6, 0.0, 85.0, 9.9, 0.7, 2.1, 0.0, -0.4, 1.4
18. O=C1N(Cc2cccnc2)C[C@@H]2C[C@@H](c3cccc(OCc4ccccc4)c3)N3CCC[C@@]123
    -2.7, 1.1, -0.2, 110.0, -9.6, -3.3, 13.4, -7.2, -1.4, 1.6
19. Cc1ccc(OCCn2c(=O)cnc3ccccc32)cc1
    0.0, -1.6, 0.0, 119.0, -12.7, -4.5, 4.5, -8.9, 8.3, 3.5
20. CC(OC(=O)CN1C(=O)COc2ccccc21)C(=O)NCc1ccc(F)cc1 (stereo not drawn)
    -0.5, -1.1, -0.1, 100.0, 1.6, -4.1, -2.8, 5.2, -4.7, 0.5
21. COC(=O)N/N=C(\C)c1cccc(C(F)(F)F)c1
    -0.5, 2.6, 0.0, 102.0, 10.8, -2.3, 0.8, -3.9, -2.0, 0.4
22. Cc1cc(C)c(NC(=S)NC(=O)c2c(Cl)c(C)nn2C)c([N+](=O)[O-])c1
    2.3, 1.8, -0.2, 99.0, 15.7, 2.4, -4.9, -10.4, 4.1, -1.5
23. Nc1nn2c(C(F)(F)F)cc(=O)[nH]c2c1N=Nc1cccc(F)c1
    -0.1, -1.2, 0.5, 107.0, 6.9, -0.4, -8.8, 9.0, 0.6, 1.6
24. Cn1nnnc1SCC(=O)NCc1ccc2c(c1)OCO2
    -1.0, -2.6, -0.3, 100.0, 0.8, 5.7, -3.9, 4.4, -6.6, 0.8
25. Cc1ccccc1-c1cnc(C(O)c2ccccc2)[nH]1 (stereo not drawn)
    -1.1, -1.6, -0.2, 98.0, 4.8, -6.0, -1.3, -3.8, -4.9, -0.3
26. COc1ccc(N2CCN(C(=O)COc3ncnc4ccccc34)CC2)cc1
    -0.4, -2.5, 0.5, 98.0, 4.0, 1.8, -1.2, -8.0, -1.9, 1.4
27. COc1cccc(OC)c1C(=O)NC(=S)NCc1cccnc1
    0.7, -1.1, -0.1, 98.0, 1.2, 0.9, -0.8, 4.0, 0.8, 0.9
28. Cn1c(CNc2ccc(O)cc2)nc2ccccc21
    0.0, 0.9, -0.1, 98.0, -4.4, -4.4, 0.2, -0.8, -1.2, 0.7
29. O=C(CCSc1ccccc1)N1CCN(c2ccccc2)CC1
    0.2, 3.8, 0.2, 96.0, 9.5, -7.8, -0.3, -0.8, 3.5, 0.1
30. Cc1nc(SCCC(=O)O)c2ccccc2n1
    6.1, 0.8, 0.0, 102.0, 54.5*, 2.5, 10.5, 20.1, -2.6, 3.5
31. CC1CCCCN1c1ncnc2ccccc12 (stereo not drawn)
    -0.6, -0.7, 0.5, 92.0, -8.7, 8.2, 4.9, -15.9, 1.0, -5.8
32. Cc1ccc(C2NC(=NCc3ccccc3)Nc3nc(C)cc(=O)n32)cc1 (stereo not drawn)
    1.0, -2.1, 0.0, 95.0, 2.5, -4.2, 3.9, 8.5, -9.6, 1.4
33. COc1cccc(-c2cc(NC=O)c3ncc(-c4ccc(F)c(Cl)c4)n3c2)c1
    0.2, 16.2*, 0.4, 103.0, 7.7, -2.5, 5.7, 3.7, 25.8, -0.4
34. CCCc1ccc(C(O)c2ncc(-c3ccc(OC)cc3)[nH]2)cc1 (stereo not drawn)
    -2.6, -0.9, 0.0, 94.0, -0.5, -1.0, -3.1, -5.5, -3.0, -1.6
35. COc1cccc(Oc2cn[nH]c2-c2ccc(OCC(=O)NN)cc2O)c1
    0.3, -1.7, -0.2, 75.0, 5.8, 4.3, -5.4, -1.0, 3.9, 0.6
36. Clc1cccc(-c2nc(-c3ccccn3)no2)c1
    -4.4, -1.2, 0.2, 96.0, 8.7, -3.4, -0.9, -21.4, -0.1, -21.1
37. CCOc1ccc2[nH]c(=O)c(CN(CCc3ccccc3)C(=O)c3cnccn3)cc2c1
    -0.3, -3.0, 0.2, 96.0, 1.8, -6.8, -5.3, 37.2, -0.5, -1.2
38. COc1ccc(NC(=O)C(=O)NCC(c2ccco2)N2CCc3ccccc3C2)cc1 (stereo not drawn)
    0.1, -2.7, 0.4, 92.0, -1.5, 1.8, 0.9, -0.4, 6.6, -0.5
39. CN(CC(=O)NCCc1ccccc1)S(=O)(=O)c1cccs1
    2.6, 1.5, -0.1, 99.0, 0.9, 1.6, 5.4, 4.1, -0.8, -1.5
40. COc1cccc(N2CC(O)=C(c3nc4ccccc4c(=O)[nH]3)C2=N)c1
    -2.7, 0.9, -0.2, 89.0, -28.6, -2.1, 12.0, 9.4, 0.6, 36.2*
41. CC(C)c1ccc(NC(=O)C2C3C=CC4(O3)C2C(=O)N(CCCN2CCCCC2)C4C(=O)NC2CCCCC2)cc1 (stereo not drawn)
    -0.7, 0.6, 0.0, 97.0, 11.5, 2.6, -3.6, -0.8, -1.0, 0.5
42. Nc1nc2n(n1)C(c1ccco1)CC(c1ccccc1)N2 (stereo not drawn)
    -1.4, -2.1, -0.1, 121.0, -5.2, -1.5, 3.9, 5.9, 3.2, 1.1
43. CCOc1ccc(NC(=O)c2sc3nc(N4CCOCC4)c4c(c3c2N)CC(C)(C)OC4)cc1
    -0.4, 0.2, -0.5, 101.0, 3.0, 2.5, 0.0, -2.3, 3.2, 2.3
44. CCc1nnc(NS(=O)(=O)c2ccc(NC(=O)COc3ccc4ccccc4c3)cc2)s1
    0.6, -0.3, -0.2, 99.0, 8.9, -1.4, -5.8, -3.1, -1.0, 3.8
45. Cc1onc(-c2ccccc2)c1C(=O)N1CCN(C(=O)c2ccco2)CC1
    1.9, 0.1, 0.1, 94.0, 8.0, 2.1, -16.1, -2.0, 0.3, 0.5
46. CCCCCCCC(=O)N/N=C(/C)c1c(O)cc(C)oc1=O
    -0.5, 0.6, -0.2, 99.0, 23.4, -5.2, -6.3, 12.9, -3.2, 0.9
47. COc1cc(Nc2c3c(nc4ccccc24)CCCC3)cc(OC)c1OC
    0.4, -2.3, -0.5, 103.0, 6.2, 0.3, 1.4, 4.5, -2.0, ?
48. O=C(CSc1ncn[nH]1)OCN1C(=O)c2ccccc2C1=O
    -0.4, -1.2, -0.1, 92.0, 1.0, 1.4, 1.6, -7.1, 1.5, 5.2
49. CC(C)=C(NC(=O)c1ccccc1)C(=O)NCCc1nc2ccccc2[nH]1
    -0.4, 0.2, -0.2, 93.0, 9.6, 4.3, 10.3, -3.1, 2.2, 1.9
50. O=C1c2ccccc2NC(c2cccc(O)c2)N1Cc1ccco1 (stereo not drawn)
    -0.4, -0.2, 0.0, 97.0, 12.4, -0.6, -1.2, -6.2, 6.0, -0.6
51. CN(CC(=O)Nc1ccccc1Br)C(=O)c1ccccc1OCc1ccc(F)cc1
    -0.5, 5.4, -0.2, 94.0, 1.5, -10.0, 3.1, 8.1, -2.8, 0.1
52. Cc1ncc(CSc2nnnn2-c2ccccc2)c(N)n1
    -2.4, -1.9, 0.1, 99.0, 10.6, -1.7, -2.6, -4.1, -4.3, 0.7
53. CCOc1ccccc1/C=N/N1CCN(Cc2ccccc2)CC1
    -0.3, 1.7, 0.0, 98.0, -4.2, -4.8, -6.7, 6.5, -4.3, -0.2
54. C=CCn1nc2ccccc2c1OC
    1.4, -1.6, 0.1, 103.0, 4.5, 0.8, -2.2, 5.4, -2.1, -1.4
55. Cc1ccnc2nc(C(=O)OCC(=O)c3ccc(Cl)cc3)nn12
    -0.1, -2.9, 0.1, 99.0, 1.4, 4.4, 11.8, -6.9, 3.1, -2.1
56. CCCn1cnc2scc(-c3ccc(C)cc3)c2c1=O
    0.5, -2.9, 0.4, 98.0, 2.4, 8.2, -6.7, -2.4, -0.5, -0.8
57. COc1ccc(C(=O)NNC(=O)C2(C)CC2(Br)Br)cc1 (stereo not drawn)
    -0.4, -1.2, -0.3, 98.0, 7.0, -9.7, 3.1, 2.2, -17.9, 0.2
58. CC(C)(Cc1ccc(O)cc1)NC(=O)c1ccccc1
    -1.0, 0.8, 0.1, 101.0, -1.6, 1.9, 0.1, -5.9, -3.5, -1.0

# Bioassay records from PubChem.
